Screening data as filed in PubChem BioAssay.
eIF4E-4G inh: blocks eIF4E binding to eIF4G. P63073+Q04637. TR-FRET eIF4E-eIF4GI(517-606) binding, 2 h. inhibition, % at 21.7 µM. 220,000 compounds, 0.37% hits. AID 782;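 active = inhibition above about 30%, limit read from the data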;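 note: 0% = full FRET control wells and 100% = background wells lacking eIF4GI fragment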
L929 necroptosis: L929 zVAD cell death inhibition. L929 zVAD necroptosis rescue, ATP luminescence, 24 h; with zVAD 60 µM. viability rescue, % at 10 µM. 220,000 compounds, 0.38% hits;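 active = activation, scaled between plate controls, above about 75%, limit read from the data; inactive = activation under that limit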;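 note: 0% = zVAD with DMSO and 100% = DMSO alone without zVAD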
EP2 modulator: modulates human prostaglandin E2 receptor EP2 signaling | EP2-expressing cells, cAMP HTRF FRET, PGE2 co-stimulation | 260,000 compounds, 0.83% hits | induction, % at 25 µM | P43116 | AID 940;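 active = compounds whose cAMP rise, as percent of the full-agonist control response, exceeds 60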;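 note: rat C6 glioma line stably carrying human EP2 under a CMV promoter; the protocol text gives 20 µM as final concentration; 100% = response of wells given 1 µM PGE2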
Target sequence (P43116 whole entry, looked up): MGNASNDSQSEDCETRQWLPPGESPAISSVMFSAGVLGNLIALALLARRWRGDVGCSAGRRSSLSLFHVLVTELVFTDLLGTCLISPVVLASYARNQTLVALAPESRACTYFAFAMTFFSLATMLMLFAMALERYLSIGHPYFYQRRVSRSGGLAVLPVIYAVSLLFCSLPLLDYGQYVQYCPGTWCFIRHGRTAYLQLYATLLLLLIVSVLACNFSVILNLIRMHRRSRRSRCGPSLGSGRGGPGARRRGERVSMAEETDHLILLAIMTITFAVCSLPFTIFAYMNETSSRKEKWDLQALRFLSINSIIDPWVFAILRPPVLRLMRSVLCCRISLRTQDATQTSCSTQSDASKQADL
EP2 antag: inhibitors of human EP2 prostaglandin E2 receptor; P43116; C6 glioma cells expressing human EP2, cAMP TR-FRET; cells stimulated with saturating PGE2; inhibition, % at 25 µM; 260,000 compounds, 0.52% hits;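 active = percent inhibition above 40 after rounding to a whole number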;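 note: rat C6 glioma host cells with rolipram phosphodiesterase inhibitor present; the protocol text gives 20 µM as final concentration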
Rad51 HR inh: Rad51 (human) homologous recombination inhibition; hRad51 DNA strand exchange, fluorescence dequenching; 200,000 compounds, 0.085% hits; inhibition, % at 10 µM; Q06609;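 active = inhibition above 40% at the single screening dose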;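 note: 0% = DMSO control wells and 100% = blanks with heterologous ssDNA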
Target sequence (Q06609 whole entry, looked up): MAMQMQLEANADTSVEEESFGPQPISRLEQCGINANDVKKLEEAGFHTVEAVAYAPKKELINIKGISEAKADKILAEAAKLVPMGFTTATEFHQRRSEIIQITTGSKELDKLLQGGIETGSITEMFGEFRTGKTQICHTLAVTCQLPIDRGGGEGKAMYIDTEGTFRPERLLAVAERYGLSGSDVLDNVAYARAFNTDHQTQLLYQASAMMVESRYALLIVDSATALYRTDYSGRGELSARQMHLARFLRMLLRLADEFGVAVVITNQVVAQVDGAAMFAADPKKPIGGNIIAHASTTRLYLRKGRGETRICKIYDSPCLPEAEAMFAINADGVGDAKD
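Test system: preformed human Rad51 ssDNA filaments; also added: Donor/quencher-labelled 47-bp dsDNA substrate; doses: 10 µM final, single point; times: 37 °C 15-min filament assembly, 30-min compound preincubation, 15-min exchange; detection: FRET fluorescence dequenching, excitation 485 nm, emission 520 nm; read-out basis: Fluorescence-based percent inhibition, control- and blank-normalised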
Calpain2 inh: blocks pig calpain II enzyme activity | 220,000 compounds, 0.37% hits | AID 1236 | purified calpain II, fluorogenic peptide substrate, 30 min | inhibition, % at 16 µM;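 active = inhibition above about 50%, limit read from the data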
Hck-Nef inh: human Hck-Nef kinase inhibition | Recombinant Hck-YEEI plus Nef, Z-Lyte FRET kinase assay | inhibition, % at 20 µM | 220,000 compounds, 0.68% hits | AID 463187;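 active = Hck-Nef kinase inhibition above about 50%, limit read from the data; inactive = inhibition below that limit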;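 note: 0% = DMSO with Hck plus Nef and 100% = Hck alone without Nef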
TbHK1 inh: T. brucei hexokinase 1 inhibition | AID 1430 | 220,000 compounds, 0.11% hits | recombinant TbHK1, G6PDH-coupled NADH A340 | inhibition, % at 10 µM;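 active = inhibition of 50% or more in the single-dose primary screen; inactive = inhibition below 50%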
14-3-3 Bad PPI: disrupts binding of bovine 14-3-3 zeta to phospho-Bad peptide; 220,000 compounds, 0.71% hits; TR-FRET 14-3-3zeta/Dy647-pBad peptide displacement, 1 h; AID 781; inhibition, % at 21.7 µM; P63103;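 active = inhibition above about 70%, limit read from the data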;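 note: 0% = full 14-3-3 plus peptide FRET controls and 100% = background without 14-3-3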
Target sequence (P63103 whole entry, looked up): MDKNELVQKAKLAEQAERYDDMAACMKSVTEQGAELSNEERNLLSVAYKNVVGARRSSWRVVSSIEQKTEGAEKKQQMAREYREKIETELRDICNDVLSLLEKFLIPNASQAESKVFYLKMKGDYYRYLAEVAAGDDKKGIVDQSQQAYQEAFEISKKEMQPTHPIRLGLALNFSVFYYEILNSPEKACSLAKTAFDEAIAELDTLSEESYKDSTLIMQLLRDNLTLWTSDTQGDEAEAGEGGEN
Numbers without * were called inactive; . = not tested or not shown; & = joins results of further samples; ! = not active in a repeat; [ ] = dose if it differs, or a comment. The list is partial; rates above refer to the full screens.

nr	Molecule	eIF4E-4G inh	L929 necroptosis	EP2 modulator	EP2 antag	Rad51 HR inh	Calpain2 inh	Hck-Nef inh	TbHK1 inh	14-3-3 Bad PPI
1	COc1cccc(NC(=O)NCCc2ccc(Cl)cc2)c1	-3	0.8	-39	2	16	-8	35	0	-9
2	CCN(CC)Cc1ccccn1	1	0.1	-3	11	-20	-1	10	-8	-6
3	Cc1ccc(CC2CC(=O)N(C(Cc3ccccc3)C(=O)O)C2=O)cc1 (stereo not given)	-1	4.0	15	10	2	-20	20	-7	1
4	CCOC(=O)C1(Nc2nccs2)Sc2ccccc2NC1=O (stereo not given)	2	0.6	0	7	-4	16	2	2	-5
5	CCCCNC(=O)C1CCN(Cc2ccccn2)CC1	0	0.1	38	14	-10	0	-1	0	28[fluorescence artefact?]
6	CCN(CC)C(=O)C1CCCN(Cc2nc(-c3cnccn3)no2)C1 (stereo not given)	3	-0.1	12	2	.	-7	4	-5	-10
7	Cc1ccc(Nc2nc(N)nc(CN3CCN(Cc4ccc5c(c4)OCO5)CC3)n2)cc1C	-4	-1.2	-25	14	-2	-24	19	-4	-11
8	O=C(Nc1ccccc1N1CCOCC1)c1cccc(NS(=O)(=O)c2ccc(F)c(F)c2)c1	3	1.0	-15	19	11	-27	2	-7	-2
9	CCc1cc2cccc(C)c2nc1SCC(=O)NNC(=O)c1ccco1	-1	-0.1	30	18	-5	-46	2	6	50
10	CCOC(=O)c1ccc(CS(=O)c2ccc(Cl)cc2)o1 (stereo not given)	1	0.8	-11	5	3	28	4	-2	-6
11	Cc1ccc(N(C(C)C(=O)Nc2ccc3c(c2)OCO3)S(C)(=O)=O)cc1 (stereo not given)	-1	-0.1	-5	20	6	-33	-1	2	6
12	O=C(NC(=S)NCc1nc2ccccc2[nH]1)c1ccccc1F	-2	12	-80	3	11	18	26	-3	-22
13	O=C(CCS(=O)(=O)c1ccc(Br)s1)N1CCc2ccccc21	1	1.9	2	7	-2	3	3	0	5
14	O=C1Nc2cc(Cl)c(Cl)cc2N(O)N1c1ccc(Cl)c(Cl)c1	.	-0.2	-15	9	8	23	1	-4	.
15	CCOc1cc(NS(=O)(=O)c2ccccc2)c(OCC)cc1NC(=O)c1ccco1	2	0.5	25&10	11&6	2	-23	-16	10	6
16	COC(=O)C(C)Sc1ncnc2c1c(-c1ccccc1)cn2-c1ccc(OC)cc1 (stereo not given)	4	-0.1	26	12	-11	-10	-1	-15	1
17	CCOC(=O)c1cc(NC(=O)c2cccnc2)ccc1N1CCOCC1	1	4.3	-21	18	-4	-27	20	-5	-13
18	Fc1ccc(NC(=S)NC2CCN(Cc3ccccc3)CC2)cc1	1	0.1	-39	6	3	4	10	2	-9
19	N/C(=N\OC(=O)COc1ccc2ccccc2c1)c1ccccn1	3	-0.1	-14	15	.	23	3	0	0
20	CCn1c(COc2ccc(=O)n(-c3ccccc3)n2)nnc1SCc1cccc(OC)c1	-11	0.0	-12	3	-1	0	2	-4	-7
21	CCn1c(SCC(=O)N/N=C/c2ccccc2OCC(=O)O)nnc1-c1ccc(OC)cc1	-3	0.2	10	3	-4	9	26	4	7
22	COCCn1c(SCC(=O)N2CC(=O)Nc3ccccc32)nnc1-c1ccoc1C	10	0.1	14	3	-4	24	0	-2	-11
23	CC(C)Cc1nnc(NC(=O)CSc2ncn[nH]2)s1	3[fluorescence artefact?]	0.0	14	17	-1	-22	1	-2	-4
24	CC(=O)N1CCc2cc(S(=O)(=O)NC(CC(C)C)C(=O)Nc3cc(C)ccn3)ccc21 (stereo not given)	2	1.2	14	16	-3	-2	-2	-4	-1
25	CC(=O)Nc1ccc(N(C)S(C)(=O)=O)cc1	1	0.1	3	2	0	-11	2	-5	-3
26	Cc1cc(C)n(-c2nc(NCCO)c3c4c(sc3n2)CCCC4)n1	3	0.4	-56	21	4	-28	3	11	-12
27	COc1cc(/C=N/n2nnnc2N)ccc1O	0	-0.1	-21	5	-10	-43	8	-36	-8
28	CC(=O)N[C@H]1[C@H](OCc2ccccc2F)O[C@H](COC(C)=O)[C@@H](OC(C)=O)[C@@H]1OC(C)=O	2	-0.9	7	1	.	3	-3	1	-4
29	CC(=O)N1CCN(CC(=O)c2ccc(Br)cc2)CC1	14	0.8	-3	2	11	-1	8	4	14
30	CCCC(=O)C1=C(N(C)c2ccccc2)CC(C)(C)C(C(=O)OC)C1=O (stereo not given)	-6	-0.3	12	13	-11	5	1	-23	-3

Reformatted: four of the compounds above
15) CCOc1cc(NS(=O)(=O)c2ccccc2)c(OCC)cc1NC(=O)c1ccco1
16) COC(=O)C(C)Sc1ncnc2c1c(-c1ccccc1)cn2-c1ccc(OC)cc1 (stereo not given)
17) CCOC(=O)c1cc(NC(=O)c2cccnc2)ccc1N1CCOCC1
18) Fc1ccc(NC(=S)NC2CCN(Cc3ccccc3)CC2)cc1
Assay by compound	15	16	17	18
eIF4E-4G inh	2	4	1	1
L929 necroptosis	0.5	-0.1	4.3	0.1
EP2 modulator	25&10	26	-21	-39
EP2 antag	11&6	12	18	6
Rad51 HR inh	2	-11	-4	3
Calpain2 inh	-23	-10	-27	4
Hck-Nef inh	-16	-1	20	10
TbHK1 inh	10	-15	-5	2
14-3-3 Bad PPI	6	1	-13	-9

(listing goes on)
nr	Molecule	eIF4E-4G inh	L929 necroptosis	EP2 modulator	EP2 antag	Rad51 HR inh	Calpain2 inh	Hck-Nef inh	TbHK1 inh	14-3-3 Bad PPI
31	Cc1cccc(CSC2=NCCN2C(=O)c2ccc(S(=O)(=O)N(C)C)cc2)c1	1	1.0	-5	4	3	-3	23	-1	-6
32	COCCCC1CCN(Cc2nc(-c3ccccc3)no2)CC1	-1	2.5	-26	3	7	-9	21	-4	-14
33	CN1C(CC(=O)Nc2ccc(Br)cc2)c2ccccc2CC1(C)C (stereo not given)	-6	12	-39	11	7	0	20	8	-7
34	Cc1ccc(-c2nnn(CC(=O)N(CC3CCCO3)C(C(=O)NC3CCCCC3)c3ccc(F)cc3)n2)o1 (stereo not given)	-3	0.2	26	4	-7	6	4	-11	7[fluorescence artefact?]
35	COc1ccccc1C1=NOC(Cn2c(NCCCO)nc3c2c(=O)n(C)c(=O)n3C)C1 (stereo not given)	2	0.5	-8	4	.	17	-13	-11	-2
36	CC(C)(C)n1nnnc1C(c1cccc(C#N)c1)N1CCCc2ccccc21 (stereo not given)	-8	-0.3	31&21	103*!	6	10	8	43	0
37	CN1CCN(Cc2cc(COCc3ccccc3)c3cccnc3c2O)CC1	0	4.8	-13	6	-1	0	8	-6	0
38	Cc1ccc(C(=O)COc2ccccc2-c2ccccc2)cc1	0[fluorescence artefact?]	-0.6	54	12	10	9	2	13	-17[fluorescence artefact?]
39	CC(=O)Nc1ccc(SCC(=O)Nc2ccccc2Oc2ccccc2)cc1	1[fluorescence artefact?]	0.6	12	4	4	2	1	-3	4
40	O=C(C1CCN(S(=O)(=O)N2CCC3(CC2)OCCO3)CC1)N1CCOCC1	-3	-0.4	22	6	6	9	3	-4	10
41	CSCc1ccc(C(=O)NCc2ccccc2)cc1	-1[fluorescence artefact?]	1.0	-8	8	14	7	-23	4	-3
42	Cc1ccc(C)c(NC(=O)C2CC(O)CN2C(=O)OC(C)(C)C)c1 (stereo not given)	-2[fluorescence artefact?]	1.9	17	21	-6	-10	-2	-2	-4[fluorescence artefact?]
43	Cc1ccc(NC(=O)CSc2nnc(Cn3c(=O)sc4ccccc43)n2C)cc1	0	1.8	45	3	-3	19	1	-2	3
44	Cc1cccn2c(=O)c3cc(S(=O)(=O)c4ccc(F)cc4)c(=N)n(Cc4ccco4)c3nc12	17	-1.1	33	8	-39	-260	18	-10	-5
45	COc1ccc(-n2nnc3c(=O)n(CC(=O)Nc4cc(C)on4)cnc32)cc1	3	0.6	33	7	3	-40	-7	-6	12
46	OC1CCCN(c2c3c(nc4cc(-c5cccc(Cl)c5)nn24)CCC3)C1 (stereo not given)	-2[fluorescence artefact?]	0.2	1	5	0	-247	-4	-1	-3
47	O=[N+]([O-])c1ccc(Cl)cc1N1CCOCC1	2	0.4	5	3	-11	26	-12	8	7
48	Cc1c(-c2ccccc2)sc2nc[nH]c(=S)c12	0	-0.7	-3	12	-6	5	-2	-11	-7
49	O=C(N/N=C\c1ccc(CNS(=O)(=O)c2ccccc2)o1)C(=O)Nc1ccc(F)cc1	2	18	1	8	-8	6	4	2	7[fluorescence artefact?]
50	COc1ccc(N2CCN(c3cc(C)c4cccc(C)c4n3)CC2)cc1	-2	0.8	-12	5	3	-22	21	0	-7
51	CCCCC(=O)NNC(=S)NC(=O)C(c1ccccc1)c1ccccc1	-5	5.2	-61	11	-7	-107	29	6	-16
52	CCCCCCCCCn1cc(C(C)=O)c(=O)[nH]c1=O	1[fluorescence artefact?]	-0.3	13	7	-1	2	0	4	-13
53	O=C(CSc1nc(-c2ccccc2F)nc2nc[nH]c12)Nc1c(Cl)cc(Cl)cc1Cl	-13	1.5	17	18	-17	31	-1	20	21[fluorescence artefact?]
54	CC1(C)CC(=O)c2sc(NS(=O)(=O)c3ccc(F)cc3)nc2C1	1	2.7	29&30	12&3	-14	34	10	-34	8
55	CN(C)c1ccc(/C=N/N=C/c2ccccc2O)cc1	1	2.3	-2	3	7	-7	-4	-22	-10[fluorescence artefact?]
56	FC(F)(F)c1ccccc1Nc1nccs1	3	0.8	6	18	-7	11	0	3	-14
57	Cc1ccc(N2C(=O)c3ccccc3C2Nc2cccnc2)nc1 (stereo not given)	3	-0.2	9	12	0	4	14	0	4
58	CC1CCN(S(=O)(=O)c2ccc(NC(=O)CN3CCCC(C)C3)cc2)CC1 (stereo not given)	-3	0.7	-8	11	3	12	0	-2	0
